M. tuberculosis HTS: M. tuberculosis growth inhibition, HTS (AID 449762) | M. tuberculosis H37Rv growth inhibition, 7H9 media; higher % means a stronger effect | inhibition, % at 25 µM; hits with a dose series show IC50 in µM | actives 0.59% (n = 330,000); in the data active means a potency from the dose series; inconclusive means inhibition above about 70% without an active follow-up result;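 further: bacterial growth assessed after seven days of incubation; strong numbers were not always called active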
H1N1 NS1A inhibition: NS1A inhibition, H1N1 influenza, cell based functional assay (AID 504329) | inhibition, % at 12.5 µM, or IC50 in µM where a hit was titrated | actives 0.3% (n = 340,000) | NS1A functional cell-based assay, percent inhibition; higher % means a stronger effect; in the data active means a potency from the dose series; inconclusive means inhibition above about 27% without an active follow-up result; further: strong numbers were not always called active
PhoP GFP inhibition: PhoP regulon inhibitors, Salmonella typhi PhoP promoter GFP reporter, confirmatory (AID 1850); Salmonella Typhi PhoP-promoter GFP reporter, fluorescence, 4 h; higher % means a stronger effect; inhibition, % at 50 µM; hits with a dose series show IC50 in µM; actives 0.33% (n = 310,000); in the data active means a potency from the dose series; inconclusive means inhibition mostly from about 25% at the one dose, without a potency; inactive means the rest, 99 in 100 with inhibition below about 19%;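 further: 0% = induced wells with vehicle and 100% = uninduced wells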
tuberculosis growth: growth inhibition of non-replicating M. tuberculosis (AID 488890). Mycobacterium tuberculosis non-replicating, growth inhibition; higher % means a stronger effect. inhibition, % at 25 µM, or IC50 in µM where a hit was titrated. actives 0.39% (n = 320,000); in the data active means a potency from the dose series; inconclusive means inhibition mostly from about 82% at the one dose, without a potency; inactive means the rest, 99 in 100 with inhibition below about 76%;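 further: plate controls were DMSO cells for no effect and high antibiotic wells for full effect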
VEEV TC-83 Vero: inhibitors of VEEV TC-83 cytopathic effect, confirmation, Vero cells (AID 588727); Vero cells, VEEV TC-83 cytopathic effect inhibition; higher % means a stronger effect; one-dose inhibition, % at 20 µM; IC50 in µM for titrated hits; actives 0.13% (n = 350,000); in the data active means a potency from the dose series; inconclusive means inhibition mostly from about 14% at the one dose, without a potency; inactive means the rest, 99 in 100 with inhibition below about 12%; further: strong numbers were not always called active
VEEV TC-83 Vero 10K pilot screen: recorded beside VEEV TC-83 Vero, whose call it bears; inhibition, %; measured here: 10K pilot screen inhibition
* hit, by the source's call; i = inactive; ? = inconclusive; · = not tested or not shown.

SMILES | M. tuberculosis HTS | H1N1 NS1A inhibition | PhoP GFP inhibition | tuberculosis growth | VEEV TC-83 Vero | others
COc1cc(NC(=O)c2ccc(F)cc2)c(OC)cc1Cl | 11% | 5% | -15% | 6% | 0.7%
CCOC(=O)N1CCC(=NNC(=O)COc2cccc(C)c2)CC1 | 3% | -4% | -7% | 6% | i
O=C1NCCCC1C(=O)Nc1ccccc1C(F)(F)F (stereo unspecified) | -4% | -2% | -2% | -8% | 4.8%
COc1ccccc1CNc1ncnc2c1cnn2-c1ccccc1 | -4% | 6% | 9% | · | 6.8%
Cc1cc(C)nc(SCC(=O)c2ccc(O)c(O)c2)n1 | -2% | -6% | -7% | -4% | 1.3%
COc1ccc(NS(=O)(=O)c2c(C)[nH]c(C)c2C(=O)N2CCCCC2)cc1Cl | -1% | -1% | -6% | 10% | 0.9%
O=S(=O)(NCc1ccccc1)c1ccc(Cl)cc1 | 18% | -11% | 10% | 9% | 1.0%
CCOC(=O)c1c(C)[nH]c(C)c1S(=O)(=O)NC(C)Cc1ccco1 (stereo unspecified) | 8% | -6% | 5% | 23% | i
COc1cccc(C2C(C#N)=C(N)OC3=C2C(=O)CCC3)c1OC(=O)c1ccco1 (stereo unspecified) | 7% | 1% | 19% | 0% | 2.6%
C=CCOc1cccc(/C=C2\C(=O)N(Cc3ccc(C)cc3)C(C)=C2C(=O)OC)c1 | 13% | 6% | -4% | 62% | 2.4%
CN1CCN(Cc2ccccc2C(F)(F)F)CC1 | 1% | 0% | -5% | 2% | i
Cc1ccc(-c2cn(C[C@H]3CC[C@@H]([C@@H]4CC[C@H](Cn5cc(-c6ccc(C)cc6)nn5)O4)O3)nn2)cc1 | -6% | 1% | 5% | -1% | 1.2%
O=C(CCSc1nc2ccccc2o1)Nc1ccccc1 | 5% | -8% | 9% | ? | 0.9%
O=C1Nc2ccccc2CCC1Sc1nnc(-c2ccc(Cl)cc2)s1 (stereo unspecified) | 9% | 1% | -6% | -1% | 1.5% | VEEV TC-83 Vero 10K pilot screen=3.5
COc1ccc(S(=O)(=O)N2CCCC(C(=O)NCc3ccncc3)C2)cc1Cl (stereo unspecified) | 2% | -2% | -4% | 9% | 0.1%
CCn1nc(C)c(/C=N/NC(=O)c2ccoc2C)c1C | -1% | -8% | 2% | -7% | 0.8%
Nc1nc(C(=O)N2CCOCC2)nn1C(=O)c1ccc(Cl)cc1 | 1% | -4% | -3% | -3% | 0.6%
O=C(Nc1ccc(F)cc1)C(Sc1nnc2ccccn12)c1ccccc1 (stereo unspecified) | 8% | -1% | -7% | -19% | 0.2%
Oc1ccc[n+](CC(O)c2ccccc2)c1 (stereo unspecified) | -4% | 3% | -2% | -2% | 0.3%
O=C(C1=C(O)C(=O)N(CCCn2ccnc2)C1c1ccccc1)c1ccco1 (stereo unspecified) | -1% | 15% | -4% | 1% | i
CNC[C@H](Cc1ccccc1)NC[C@@H](Cc1cccc2ccccc12)NCCc1ccc(C)cc1 | ? | 4% | 20µM* | ? | i
Cc1nc2ncnn2c(C)c1CCC(=O)NCCCN1CCN(c2cccc(Cl)c2)CC1 | -8% | 2% | 12% | 0% | i
COC(=O)c1sc(N2C(=O)c3oc4ccccc4c(=O)c3C2c2cccs2)nc1C (stereo unspecified) | · | 1% | · | · | i
CCOc1ccc(C(CC(=O)O)NC(=O)c2cccs2)cc1 (stereo unspecified) | -3% | -7% | 3% | -2% | 1.6%
CCCCC1=NC2(CCCC2)C(=O)N1Cc1ccc(-c2ccccc2-c2nn[nH]n2)cc1 | 35% | · | -3% | 14% | ·
N#CC(C#N)=C(C#N)c1ccc(Nc2ccccc2)cc1 | 6% | 14% | -4% | ? | 0.5%
O=S(=O)(NC1=NCCC1)c1cccc(NS(=O)(=O)c2ccc(F)c(Cl)c2)c1 | -10% | -10% | · | -19% | 2.9%
CC(C)Oc1ccc(CNC(=S)N/N=C/c2ccc([N+](=O)[O-])cc2)cc1 | -4% | -11% | -17% | 13% | 0.8%
CN(C)c1c(F)cc(C(=O)NC(=O)NCc2cccnc2)cc1F | -1% | -1% | -2% | -14% | 4.6%
CN(C)c1nc(N)c2nccnc2n1 | · | 0% | · | · | i
COc1ccc(CN(C(=O)c2cc(=O)c3ccccc3o2)C2CCS(=O)(=O)C2)cc1OC (stereo unspecified) | -5% | 4% | 3% | -6% | 2.1%
O=C1CC(N2CCN(c3cccc(C(F)(F)F)c3)CC2)C(=O)N1c1ccc(F)cc1 (stereo unspecified) | 5% | -3% | -4% | 23% | 0.5%
NC(=O)C1CCN(c2nc(-c3ccc(F)cc3)cs2)CC1 | -13% | -21% | · | 0% | 1.0%
c1ccc(COC2CCCN(Cc3nc(-c4cccs4)no3)C2)nc1 (stereo unspecified) | -11% | -4% | -8% | 44% | i
O=C(NC(Cc1ccccc1)C(=O)O)/C(=C/c1ccco1)NC(=O)c1cccc([N+](=O)[O-])c1 (stereo unspecified) | -6% | -9% | 9% | 10% | 0.1%
Cc1ccc(S(=O)(=O)N2CCOCC2)cc1C(=O)NC(C)CCc1ccccc1 (stereo unspecified) | 1% | -9% | · | 15% | 3.8%
Cc1ccc(-c2nc(SCC(=O)N(C)c3c(N)n(Cc4ccccc4)c(=O)[nH]c3=O)n[nH]2)cc1 | 0% | -7% | 1% | -12% | 1.2%
O=C(Nc1sc(-c2ccccc2)cc1C(=O)O)c1ccccc1 | ? | -9% | -2% | 58% | i
COc1ccccc1N1CCN(C(=O)c2ccc3[nH]c4c(c3c2)CCCC4)CC1 | 13% | 18% | -2% | 14% | 6.3%
Cc1nn2cc(-c3ccc(N)cc3)nc2s1 | -6% | 8% | 4% | -3% | 1.4%
COC(=O)C(Cc1ccccc1)NC(=O)c1cccc(S(=O)(=O)N(C)C)c1 (stereo unspecified) | 2% | -6% | -14% | 1% | 0.6%
Cc1ccc(S(=O)(=O)N2CCC(C(=O)NCCCOC(C)C)CC2)cc1 | 2% | 7% | -4% | 5% | 0.6%
CCc1nnc2c(NCCc3ccc(OC)c(OC)c3)nc3ccccc3n12 | · | -26% | · | · | 10%
COC(=O)c1cccc(NC(=O)NC(=O)c2ccccc2Cl)c1 | 20% | -2% | -4% | -13% | 0.6%
O=C(c1cccs1)N1CCN(C(=O)C(c2ccccc2)c2ccccc2)CC1 | -9% | -2% | 3% | 7% | 5.7%
O=[N+]([O-])c1ccc(COc2ccc(CN3CCCCC3)cc2)cc1 | · | -5% | · | · | 0.7%
CCCCNS(=O)(=O)c1cccc(S(=O)(=O)N2CCCC2)c1 | -6% | -2% | -4% | 2% | 1.6%
COc1ccccc1-c1nnn(C/C(N)=N/O)n1 | -6% | 1% | -1% | 29% | 1.9%
O=C(COC(=O)c1ccc([N+](=O)[O-])cc1Cl)Nc1cccnc1Cl | 3% | -3% | -5% | -5% | 2.2%
COc1ccc(CN2CC(C(=O)N3CCOCC3)CC2=O)cc1 (stereo unspecified) | -10% | 2% | 5% | -6% | 2.6%
Cc1onc(-c2ccccc2)c1C(=O)Nc1ccc(S(=O)(=O)NC2=NCCCCC2)cc1 | 3% | 4% | -6% | 9% | 5.2% | VEEV TC-83 Vero 10K pilot screen=2.5
O=C1NC2(CCCCC2)N=C1c1ccccc1 | -3% | 4% | 1% | · | 0.1% | VEEV TC-83 Vero 10K pilot screen=0.7
CCCC(=O)N1c2ccccc2[C@@H](N(C(C)=O)c2ccccc2)C[C@H]1C | -4% | 0% | -4% | 4% | 3.3%
CCCCNC(=S)NNC(=O)c1csc(C)c1 | -15% | 6% | 5% | 21% | 2.6%
Cc1ccc(S(=O)(=O)CC(=O)Nc2nnc(C)s2)cc1 | 6% | -10% | 7% | -5% | 1.3%
COc1ccccc1NS(=O)(=O)c1cccc(NC(=O)Nc2cccc(Cl)c2)c1 | 14% | -1% | -6% | -2% | 4.5%
O=c1[nH]c(N2CCOCC2)cc2ccccc12 | -12% | -8% | 6% | -15% | 1.2%
Cc1ccc(S(=O)(=O)N2CCCCC2)cc1NC(=O)C1CC1 | 3% | 2% | · | -5% | 1.6%
CCN1C[C@@H]2[C@@H]3C(=O)N(Cc4ccccc4)C(=O)[C@@H]3[C@](C)(C1=O)N2C(=O)c1ccc(Br)cc1 | · | -8% | · | · | 0.1%
CC(C)CCNC(=O)C(c1ccco1)N(CCCO)C(=O)Cn1nnc(-c2ccc(F)cc2)n1 (stereo unspecified) | 0% | 7% | -9% | 3% | i
Following part:
SMILES | M. tuberculosis HTS | H1N1 NS1A inhibition | PhoP GFP inhibition | tuberculosis growth | VEEV TC-83 Vero | others
CCCC(=O)Nc1ccc(NC(=O)c2ccccc2Cl)nc1 | -4% | 2% | -10% | 0% | i
Cc1ccc(NC(=O)CN(C)C(=O)COC(=O)c2nc3nccc(C)n3n2)cc1 | 40% | 1% | · | 16% | 3.8%
COc1ccc(C2/C(=C(\O)c3ccc4c(c3)OCCO4)C(=O)C(=O)N2CCCN(C)C)c(OC)c1 (stereo unspecified) | -3% | -2% | 10% | -4% | 0.2%
Cc1sc2nc(CSc3nnnn3-c3ccc(Cl)cc3)[nH]c(=O)c2c1C | 1% | -2% | -12% | 9% | 3.2%
O=C(COc1ccccc1C(=O)c1cnn(-c2ccccc2)c1)Nc1ccc2ccccc2c1 | 2% | -4% | 0% | -7% | 7.0%
CNC(=O)NC(=O)CSc1ccc(S(=O)(=O)N2CCOCC2)cn1 | -8% | -6% | · | 19% | 1.7%
COc1ccc(-c2cc(C(=O)NC(Cc3cc4ccccc4[nH]3)C(=O)O)c(C)o2)cc1OC (stereo unspecified) | -3% | -4% | 1% | -15% | 2.0%
Cc1cccc(C(C)C)c1NC(=O)COC(=O)Cc1ccsc1 | 2% | -8% | -2% | 41% | 0.6%
CCOC(=O)c1c(NC(=O)C(C)OC(=O)C2=COCCO2)sc2c1CCCC2 (stereo unspecified) | ? | -1% | · | 42% | 6.3%
CC(=O)Nc1nonc1NC(=O)CSc1ncn[nH]1 | -9% | 1% | -4% | 10% | 0.3%
COC(=O)c1ccc(CSc2nnc(SCc3ccc(C(=O)OC)o3)s2)o1 | 1% | 0% | 3% | ? | i
Cc1ccc(S(=O)(=O)N2CCC(C(=O)NCCc3ccccc3)CC2)cc1 | -15% | -1% | -13% | -11% | 0.1%
COc1cccc(NS(=O)(=O)c2cc3c(cc2C)N(C)CCO3)c1 | -6% | 7% | -4% | -11% | 3.3%
CCOC(=O)C1=C(C(=O)OCC)c2ccc(OC)c(OC)c2C1 | · | -1% | · | · | 1.9%
N#CC1(c2ccccc2)CCCN1C(=O)c1ccccc1Cl (stereo unspecified) | -7% | 4% | -1% | -8% | 0.5%
CC(=O)n1cc([C@@H]2C=C(C(=O)NCc3ccccc3)O[C@H](OCc3ccc(CO)cc3)C2)c2ccccc21 | 19% | 3% | 2% | 37% | 7.0%
CC[C@H](C)[C@H](NC(=O)c1ccc(Cl)cc1)C(=O)OCC(=O)c1c(N)n(C)c(=O)n(C)c1=O | 2% | -17% | · | 17% | 2.4%
CC(NC(=O)COC(=O)c1ccccc1Nc1ccccc1)c1ccccc1 (stereo unspecified) | 1% | 0% | -29% | 20% | i
O=C(Nc1cccc(-c2nc3ccccc3[nH]2)c1)c1ccccn1 | 9% | 15% | 8% | 31% | 2.3%
CCC(C)NCCCCOc1ccc(C)cc1[N+](=O)[O-] (stereo unspecified) | 1% | -7% | 10% | -4% | i

Screening data from PubChem BioAssay.
